TSG101-PTAP inh: blocks PTAP/TSG101 interaction to inhibit HIV-1 budding. Fluorescence polarization, FITC-PTAP peptide / Tsg101 binding. Potency, µM (top dose mostly 115 µM), without a hit: top-dose activity change, negative = inhibition, hits mostly inhibitors. 340,000 tested, under 10 active. AID 493005; active = well fitted inhibition curve with a large enough effect in the main read-out, with a control signal flat, not every such curve was filed as active; inconclusive = small, poorly fitted or top-dose-only effect, or effect the other way, or a change in a side signal; inactive = no such curve, though single readings can be large or run the other way; note: potency is the fitted concentration of half-maximal effect; % of control where 0% means no effect
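Compounds were pin-transferred onto Tsg101 binding domain (10 uM final) in HEPES pH 7.5 buffer, then FITC-PTAP peptide was added at 50 nM final. After 20 min at RT, polarization reported peptide displacement across a qHTS concentration series.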
A-T KAP1 phos: potential ataxia-telangiectasia treatments restoring KAP-1 phosphorylation; […] A-T fibroblasts, KAP-1 phosphorylation AlphaLISA; neocarzinostatin DNA damage 30 min before lysis; Potency, µM (doses to about 57.5 µM), inactives show at the top dose activation, hits mostly activators; actives 0.19% (n = 320,000); note: potency is the fitted concentration of half-maximal effect; % of control where 0% means no effect; nearly all actives have a fitted effect of over 45% in size
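ATM-like activity read as KAP-1 phosphorylation via AlphaLISA donor/acceptor antibody pairs after lysis and 6 hr at 25C. Cells were ATM-null patient fibroblasts ([…], hTERT), dosed 60 min, then exposed to the DSB inducer NCS for 30 min.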
Mito fusion yeast: mitochondrial division inhibition or fusion activation | S. cerevisiae fusion-defective mutant growth rescue, CellTiterGlo 48 h | Potency, µM (series often up to 46.1 µM), for inactives: top-dose growth rescue (activation), most hits filed as activators | actives 0.23% (n = 320,000);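 note: potency is the fitted concentration of half-maximal effect; % of control where 0% means no effect; nearly all actives have a fitted effect of over 45% in size; temperature-sensitive fusion mutants such as fzo1-1 at 37 °C on non-fermentable ethanol glycerol medium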
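S. cerevisiae fusion-defective temperature-sensitive mutants (e.g. fzo1-1, mgm1-5) grown 48 h at 37C in YPEG (ethanol/glycerol non-fermentable) medium with 23 nl compound per well; growth rescue read as CellTiterGlo luminescence.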
Menin MLL FP TR: menin-MLL binding inhibition, Texas Red mutant peptide; actives 0.23% (n = 270,000); Potency, µM (top dose mostly 61.6 µM), without a hit: top-dose FP activity change, negative = inhibition, actives largely listed as inhibitors; Menin + Texas Red MLL mutant peptide, fluorescence polarization; active = well fitted inhibition curve with a large enough effect in the polarisation, with a control signal flat, not every such curve was filed as active; inconclusive = small, poorly fitted or top-dose-only effect, or effect the other way, or a change in a side signal; inactive = no such curve, though single readings can be large or run the other way; the % refers to the polarisation; note: potency is the fitted concentration of half-maximal effect; % of control where 0% means no effect; many of its hits are not listed in these tables
S-ASM inh: inhibitors of human secretory acid sphingomyelinase; P17405; placental ASM, HMU-PC fluorogenic substrate, 60 min; Potency, µM (doses to about 57.5 µM), for inactives: at the highest dose activity change, negative = inhibition, hits mostly inhibitors; actives 0.006% (n = 340,000); AID 504937; note: potency is the fitted concentration of half-maximal effect
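HMU-PC0 cleavage (9 uM final) by human placental ASM, 60 min at 37 °C following 10 min compound exposure at RT; stopped at pH 10, fluorescence Ex 386/Em 447 nm.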
MLL CXXC-DNA inh: inhibitors of human MLL CXXC domain-DNA interaction; Q03164; Potency, µM (top dose mostly 115 µM), without a hit: at the top dose activity change, negative = inhibition, actives largely listed as inhibitors; actives 0.037% (n = 290,000); MLL-CXXC / FITC-HOXA9 DNA fluorescence polarization; active = well fitted inhibition curve with a large enough effect in the polarisation, with a control signal flat, not every such curve was filed as active; inconclusive = small, poorly fitted or top-dose-only effect, or effect the other way, or a change in a side signal; inactive = no such curve, though single readings can be large or run the other way; the % refers to the polarisation; note: potency is the fitted concentration of half-maximal effect
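Fluorescence polarization: 7 uM MLL-CXXC (stock) preincubated 5 min with compounds, then 50 nM fluorescein-HOX-A9 DNA (stock) added; 30 min ambient. Buffer 50 mM Tris-HCl pH 7.5, 50 mM NaCl, 1 mM DTT, 0.05% BSA.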
TSHR antag: human thyrotropin receptor antagonism | P16473 | TSHR-expressing cells, TSH-stimulated cAMP HTRF, 2 h; hits give low values | activity change, negative = inhibition, % at 11.5 µM | actives 0.2% (n = 330,000) | AID 504810;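 active = activity change below a set negative limit, meaning inhibition stronger than a set level, cut at about -70% in these data; inconclusive = activity change between two set negative limits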; note: % is set by controls: 0 for no effect and ±100 for the full control effect
Target sequence (P16473 whole entry, looked up): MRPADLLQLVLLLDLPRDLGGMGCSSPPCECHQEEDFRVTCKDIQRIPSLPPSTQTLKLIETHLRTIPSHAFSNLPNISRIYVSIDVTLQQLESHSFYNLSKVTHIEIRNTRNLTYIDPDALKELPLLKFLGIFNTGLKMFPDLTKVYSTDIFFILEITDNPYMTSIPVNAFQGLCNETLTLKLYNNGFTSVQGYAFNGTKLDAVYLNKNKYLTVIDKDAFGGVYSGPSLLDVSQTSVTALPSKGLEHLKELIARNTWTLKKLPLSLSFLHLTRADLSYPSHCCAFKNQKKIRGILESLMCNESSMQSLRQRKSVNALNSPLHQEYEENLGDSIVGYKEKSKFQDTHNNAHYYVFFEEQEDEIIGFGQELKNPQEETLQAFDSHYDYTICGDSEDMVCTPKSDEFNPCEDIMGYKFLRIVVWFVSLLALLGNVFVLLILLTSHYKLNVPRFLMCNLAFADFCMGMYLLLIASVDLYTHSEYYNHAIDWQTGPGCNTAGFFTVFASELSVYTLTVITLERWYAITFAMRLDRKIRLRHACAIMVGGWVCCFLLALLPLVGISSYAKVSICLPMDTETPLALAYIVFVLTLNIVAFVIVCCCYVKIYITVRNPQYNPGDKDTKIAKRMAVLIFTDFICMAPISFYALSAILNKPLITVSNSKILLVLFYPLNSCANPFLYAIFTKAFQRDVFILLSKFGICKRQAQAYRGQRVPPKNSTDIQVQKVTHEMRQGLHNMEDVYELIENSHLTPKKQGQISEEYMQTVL
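TSHR-expressing cells, 200/well, pre-treated with compound, then stimulated with EC80 TSH (4nM final) for 2 hours at 37 deg C. cAMP measured by competitive HTRF: anti-cAMP cryptate antibody in lysis buffer plus cAMP-d2, read after 30 minutes at room temperature.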
TCR act: activates T cell receptor signaling. 330,000 tested, under 10 active. Potency, µM (top dose mostly 9.22 µM), without a hit: top-dose activation of IL-2 secretion, most hits filed as activators. primary human leukocytes, anti-CD3, IL-2 HTRF, 48 h; note: % of control where 0% means no effect
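48 hr co-incubation of compounds, a-CD3 beads and primary human leukocytes; IL-2 quantified homogeneously by HTRF with anti-IL-2 K and d2 conjugates.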
MBNL1-CUG inh: inhibitors of human MBNL1 binding to CUG repeat RNA; Q9NR56; AID 2675; TR-FRET MBNL1-His/biotin-(CUG)12 binding, 665/545 ratio; Potency, µM (series often up to 57.5 µM), inactives show top-dose activity change, negative = inhibition, most hits filed as inhibitors; actives 0.036% (n = 280,000); active = well fitted inhibition curve with a large enough effect in the signal ratio, with a control signal flat, not every such curve was filed as active; inconclusive = small, poorly fitted or top-dose-only effect, or effect the other way, or a change in a side signal; inactive = no such curve, though single readings can be large or run the other way; the % refers to the signal ratio; note: potency is the fitted concentration of half-maximal effect; % is set by controls: 0 for no effect and ±100 for the full control effect
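MBNL1-His + Biotin-(CUG)12, cpd titration 92 nM–58 uM; Tb anti-His Ab 0.055 ng/ul, SA-XL665 5 nM (final); 60 min RT; ratiometric 665/545 nm, Ex 340 nm; normalized to buffer and full-complex controls.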
a7 integrin act: activates integrin-mediated alleviation for muscular dystrophy. Potency, µM (titrated, usually from 38.3 µM), for inactives: at the highest dose activation, usual class: activators. actives 0.064% (n = 350,000). alpha7betagal myoblasts, beta-gal FDG fluorescence, 48 h;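 note: potency is the fitted concentration of half-maximal effect; 100% = response of the positive control SU9516; nearly all actives have a fitted effect of over 60% in size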
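alpha7betagal+/- myoblasts (passage 13, 250/well) treated 48 h at 37C with compounds at 1:260 dilution of DMSO stock. Lysed, then beta-galactosidase activity read as FDG fluorescence (ex 480/em 540) after 30 min, with pre-read for autofluorescence.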
* marks the source's active call; other numbers are inactive results; ? = inconclusive; / = not tested or not shown; [ ] = another dose, or the depositor's remark. Unless noted, calls come from the whole dose curve; as a rule, active = well fitted curve in the direction sought with a large enough effect; inconclusive = small, poorly fitted or top-dose-only effect, or another doubt; inactive = no such curve, though single readings can be large; an effect the other way counts as inactive or inconclusive. Not all compounds are listed; the hit share may differ from the screen's.

SMILES | TSG101-PTAP inh | A-T KAP1 phos | Mito fusion yeast | Menin MLL FP TR | S-ASM inh | MLL CXXC-DNA inh | TSHR antag | TCR act | MBNL1-CUG inh | a7 integrin act
Cc1cc(C)nc(NS(=O)(=O)c2ccc(NC(=O)c3ccc(S(=O)(=O)N4CC(C)OC(C)C4)cc3)cc2)n1 (stereo not drawn) | -10% | 1% | 10% | 8% | 6% | -10% | 8 | -2%[46.1 µM] | ? | 10%
CC(=O)N1CCN(C(=O)c2ccc(Oc3ccccc3)cc2)CC1 | 0% | 5% | 8% | -15% | 0% | 12% | 4 | 1% | -3% | 22%
Cc1ccc(NCCC(=O)c2cccs2)cc1C | 0% | 6% | -1% | 2% | 10% | 69%[activator] | -9 | -3% | 5% | 13%
CCN(CC)c1ccc(/C=N/NC(=S)NC)c(O)c1 | -5% | -5% | -1% | -1% | 183%[activator] | -2% | 3 | 0% | 17% | -37%
CC(NS(C)(=O)=O)C(c1cccs1)N1CCN(C)CC1 (stereo not drawn) | 1% | -1% | -3% | -8% | 3% | 1% | 2 | -11% | 0% | 15%[7.66 µM]
Cc1ccc(C(=O)N/C(=C\c2cccnc2)c2nc3ccccc3[nH]2)cc1 | 0% | 1% | 0% | -3% | 0% | 4% | 0 | -8%[46.1 µM] | ? | -9%
CCCCCC(=O)Nc1cccc(C2=NOC3(C2)C[C@H](C(N)=O)N(C(=O)COc2ccc(Cl)cc2)C3)c1 (stereo partly drawn) | -8% | 19% | -17% | / | -16% | 4% | 12 | -2% | -2% | -13%
CCOC(=O)c1cnc(SCC(=O)Nc2ccccc2C(=O)OC)nc1N | -7% | / | 9% | 4% | -1% | 1% | -10 | -7%[46.1 µM] | ? | 1%
CCn1c(=O)n(CC)c2cc(N3CCCC3)c(NC(=O)c3c(F)cccc3F)cc21 | 0% | -6% | 7% | ? | -14% | 9% | -18 | -28% | -4% | -29%
O=Cc1ccc(-c2cccc([N+](=O)[O-])c2)o1 | -1% | -14% | 6% | / | 2% | 5% | -2 | 2% | ? | -15%
COc1cc2cncc(Cc3ccc(Cl)cc3)c2cc1OC | 1% | 10% | ? | / | -4% | / | 30 | -4% | / | 44%
Cc1cc(=O)[nH]c2c1cnn2C(C)c1ccccc1 (stereo not drawn) | -7% | 9% | -5% | -22% | 4% | -1% | 17 | -6% | 11% | 4%
CCc1c(O)nc(SCC(=O)Nc2ccccc2)n(-c2ccccc2)c1=O | -7% | 8% | 1% | 0% | -1% | 1% | -1 | -3% | -3% | 6%
O=C(CN1C(=O)c2ccccc2S1(=O)=O)Nc1ncccn1 | 0% | -3% | -15% | / | 3% | / | 0 | 3% | / | -18%
CN1C(=O)N(CC(=O)N2CCN(c3ncccn3)CC2)C(=O)C12CCCCC2 | -4% | 6% | -2% | / | 2% | / | 17 | -14% | / | 19%
CC(=O)Nc1ccc(S(=O)(=O)NNC(=O)COc2ccc(C)cc2)cc1 | -3% | 6% | 1% | -8% | 1% | 1% | 2 | 1%[46.1 µM] | -7% | 9%
CCCCN1C(=O)/C(=C2\SC(N3CCOCC3)=NC2=O)c2ccccc21 | -1% | 4% | 0% | -2% | 0% | 4% | -3 | -4% | 0% | 0%
O=C(OCC(=O)N1CCCc2ccccc21)c1cc(S(=O)(=O)N2CCOCC2)ccc1Cl | -3% | -17% | 2% | / | 1% | / | 4 | -3% | / | -6%
CCC(C(=O)Nc1ccccc1Cl)n1nc(C)c2c(C)n(-c3ccccc3)nc2c1=O (stereo not drawn) | -1% | 8% | 22% | / | -5% | -4% | -16 | 2% | 0% | -33%[inhibitor]
CCOc1ccc(NC(=O)C(C)C(Cc2ccc(C)cc2)C(=O)O)cc1 (stereo not drawn) | 34%[activator] | -21% | 3% | 6% | 1% | 4% | 4 | -1% | -2% | ?
O=C1C=C(c2ccccc2)C[C@@H](c2ccc3c(c2)OCO3)C1 | -5% | 6% | 30% | / | -2% | / | -21 | -7% | / | -11%
Cc1c(NC(=O)c2cc(-c3ccc4c(c3)OCO4)on2)c(=O)n(-c2ccccc2)n1C | -9% | -1% | -4% | -6% | 2% | 3% | 5 | -6% | 2% | -26%[7.66 µM]
Cn1c(SCc2ccccc2)nnc1-c1cnccn1 | -11% | 2% | -10% | -13% | -8% | 8% | 2 | -4% | -5% | 9%
Cc1cccc(CNS(=O)(=O)c2csc(C(N)=O)c2)c1 | 3% | 13% | -6% | -6% | 3% | 11% | -70* | 7% | -3% | 21%
O=C(Nc1ccccc1Oc1ccccc1)c1ccc(Br)o1 | -1% | 6% | ? | -14% | -8% | 8% | -9 | -1% | 5% | 19%
CSc1nc(C)c(CCOC(=O)c2ccccc2)c(=O)[nH]1 | -11% | -3% | 0% | / | 0% | -6% | 14 | 6% | 9% | 10%
C=CCOc1ccccc1CN1CCCC(CCC(=O)N(C)CCc2ccccn2)C1 (stereo not drawn) | 0% | -3% | 0% | -5% | 2% | 4% | 2 | -1% | -5% | -29%
CCN(CC)S(=O)(=O)c1cc(NC(=O)NCCCl)ccc1C | -2% | 7% | 3% | / | -3% | 0% | -71* | 7% | -10% | -6%
COCCN(C(=O)CNC(=O)c1ccco1)C(C(=O)NC1CCCC1)c1ccc(OC)cc1 (stereo not drawn) | -1% | -1% | 21% | -10% | 0% | -5% | 5 | -6% | 4% | 1%
Cc1nc(N2CCC(C)CC2)c2nnn(Cc3ccccc3)c2n1 | -4% | 5% | 10% | -8% | -10% | -3% | 19 | 0%[46.1 µM] | -7% | -19%
COC(=O)c1sc(-c2ccc(C(C)(C)C)cc2)cc1NC(=O)/C=C/C(=O)O | -8% | 24% | 21% | / | 35%[activator] | 18% | ? | 3% | 83%[activator] | -14%
Cc1nccc(-c2ccc(-n3c(C)ccc3C)cc2)n1 | -1% | 4% | -4% | 0% | 63% | -30% | 2 | -3% | 6% | -23%
O=C(CCN1C(=O)/C(=C/c2ccccc2Cl)SC1=S)Nc1ccccc1C(=O)O | -10% | 20% | 15% | ? | -12% | ? | -8 | -5% | 5% | -43%
Cc1ccccc1NC(=O)Cc1nc(COC(=O)COc2ccccc2C(C)C)cs1 | 0% | -4% | 25% | / | -4% | / | -3 | / | / | -5%
COc1ccc(-c2cnn3c4c(c(C)nc23)CCN4C(C)C)cc1OC | -4% | 7% | 3% | -16% | 44%[activator] | 2% | -1 | -4% | 0% | 19%
Cc1cccc(-n2ncc3c(N4CCCC4)ncnc32)c1 | -6% | 0% | 0% | -7% | -4% | -1% | -4 | -3% | -9% | 17%
CN(CC(=O)Nc1ccc(F)cc1)C(=O)COC(=O)c1cc(S(=O)(=O)N(C)C)ccc1N1CCCC1 | 1% | -14% | 4% | / | 0% | / | 14 | 11% | / | 0%
COc1ccc(-c2nnc(SCc3c(C)noc3C)n2N)cc1OC | / | 4% | 2% | -3% | 7% | -7% | 2 | / | 1% | 4%
Cc1ccc(C)c(-c2nnc(NC(=O)CCS(=O)(=O)c3ccc(F)cc3)o2)c1 | 0% | -7% | -10% | / | 1% | / | 8 | -1% | / | 3%
COc1ccccc1-n1cnnc1SCC(=O)NC1CCCC1 | 0% | -3% | -2% | / | 1% | / | 13 | -5% | / | 14%
Cc1cc(NC(=O)Cc2cc(F)cc(F)c2)no1 | -3% | 22% | 26% | ? | 2% | -15% | 20 | -4% | -24% | 20%
NS(=O)(=O)c1ccc2nc(NC(=O)c3ccc4c(c3)OCCO4)sc2c1 | -1% | 6% | 2% | / | -1% | 1% | 39 | -2% | 56%[activator] | 15%
COc1ccc(CNC(=O)COC(=O)/C=C/c2cccc(Br)c2)cc1 | 0% | 3% | 6% | -18% | 2% | -21% | 1 | -3% | -1% | 9%
O=C(NCc1ccc(F)cc1)C1CCC(=O)N1CCc1ccccc1 (stereo not drawn) | -5% | 22% | 1% | -1%[11.7 µM] | 2% | -7% | -3 | 14% | 2% | -11%
Cc1noc(C)c1C(=O)Nc1ccc2ccccc2c1 | -4% | 1% | 0% | / | 0% | 12% | -7 | 0% | -2% | 14%
O=C(/C=C/c1cccc([N+](=O)[O-])c1)NCCN1C(=O)S/C(=C\c2ccc(F)cc2)C1=O | -2% | -2% | -2% | 7% | -1% | 0% | 10 | -1%[46.1 µM] | 6% | 0%
CC(C)CN(Cc1c(O)ccc2c(=O)c(-c3ccccc3)coc12)CC(C)C | 2% | -3% | -1% | 17% | 15% | -4% | 27 | 0% | 0% | 28%

From PubChem
